Tn6 DDE FP = inhibitors of Tn6 peptide binding to fibrin DD(E), primary screen, biochemical, fluorescence polarization, human fibrin, Tn6 probe; Fibrinogen beta chain (Homo sapiens), P02675; Fibrin DD(E) TRITC-Tn6 fluorescence polarization displacement; inhibition, % at 8.3 µM; 370,000 compounds, 0.21% hits; AID 720509, 2013;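 active = inhibition above a per-campaign cutoff: mean of compounds within control limits plus 3 SD, cut at about 15% in these data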;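 also: 0% = median of all compound wells on the plate and 100% = blocking peptide control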
ASAP1 inh = inhibitors of human ASAP1 ArfGAP activity, primary screen, biochemical, fluorescence polarization; Arf-GAP with SH3 domain, ANK repeat and PH domain-containing protein 1 (Homo sapiens), …; ASAP1-stimulated ARF1 GTP hydrolysis, GDP FP detection; inhibition, % at 16.5 µM; 360,000 compounds, 0.19% hits; in the data active = inhibition above about 25%;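 also: 0% = vehicle with enzyme and substrate and 100% = no enzyme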
ADAM10 inh = human ADAM10 inhibitors, primary screen, biochemical, QFRET, HTS; inhibition, % at 7 µM; AID 720582, 2013; 370,000 compounds, 0.62% hits; Disintegrin and metalloproteinase domain-containing protein 10 (Homo sapiens), O14672; recombinant ADAM10, EDANS/DABCYL FRET peptide cleavage, 3 h;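 active = inhibition above a per-campaign cutoff equal to the mean of compounds falling between control-based bounds plus 3 SD, cut at about 20% in these data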;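 also: 0% = DMSO wells while the 100% control is not disclosed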
Target sequence (O14672 214-748 limits assumed): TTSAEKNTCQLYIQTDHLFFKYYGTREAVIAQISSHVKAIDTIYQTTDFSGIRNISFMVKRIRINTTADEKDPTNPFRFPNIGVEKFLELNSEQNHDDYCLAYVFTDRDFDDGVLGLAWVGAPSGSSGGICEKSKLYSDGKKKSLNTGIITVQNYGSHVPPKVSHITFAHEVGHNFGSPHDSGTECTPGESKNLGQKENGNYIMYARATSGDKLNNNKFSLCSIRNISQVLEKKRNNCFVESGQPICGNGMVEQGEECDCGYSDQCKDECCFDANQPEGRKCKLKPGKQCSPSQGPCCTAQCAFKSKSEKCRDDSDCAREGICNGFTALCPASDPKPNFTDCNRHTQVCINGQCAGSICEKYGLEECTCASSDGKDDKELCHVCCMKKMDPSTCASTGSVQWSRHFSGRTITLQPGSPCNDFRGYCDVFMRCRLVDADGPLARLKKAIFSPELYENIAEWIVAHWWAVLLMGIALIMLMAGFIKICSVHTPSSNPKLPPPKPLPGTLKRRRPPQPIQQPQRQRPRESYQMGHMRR
ADAM17 inh = ADAM17 inhibitors, primary screen, biochemical, QFRET; Disintegrin and metalloproteinase domain-containing protein 17 (Homo sapiens), P78536; inhibition, % at 6.95 µM; AID 720648, 2013; recombinant ADAM17, EDANS/DABCYL FRET peptide cleavage; 370,000 compounds, 0.83% hits;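 active = inhibition above the mean of compounds lying between control limits plus 3 SD, set per campaign, cut at about 8.5% in these data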;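 also: 0% = DMSO-only wells as the low control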
Tn7 DDE FP = inhibitors of Tn7 peptide binding to fibrin DD(E), primary screen, biochemical, fluorescence polarization, human fibrin, Tn7 probe; inhibition, % at 8.3 µM; Fibrinogen beta chain (Homo sapiens), P02675; AID 720508, 2013; 370,000 compounds, 0.13% hits; FP displacement of FITC-Tn7 peptide from fibrin DD(E); 0% = median of compound wells per plate;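 active = inhibition above the mean of compounds falling within the control limits plus 3 SD of them, cut at about 14% in these data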;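 also: 0% = plate median of compound wells and 100% = 10 µM Aha-Tn7 peptide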
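Test system – human fibrin DD(E) · Times – 10 min preincubation, 3 h with tracer, room temperature · Detection – fluorescence polarization of the labelled Tn7 tracer · Measure – percent inhibition normalized to high-control wells · Benchmarks – high control wells with 10 µM unlabelled Aha-Tn7 peptide (full inhibition) · Repeats – singlicate testing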
PLC-gamma1 inh = PLC-gamma1 enzyme inhibitors, primary screen, biochemical, fluorescence, purified enzyme. 1-phosphatidylinositol 4,5-bisphosphate phosphodiesterase gamma-1 (Homo sapiens), P19174. fluorogenic substrate. inhibition, % at 12.2 µM. 370,000 compounds, 0.84% hits. AID 720700, 2013; in the data active = inhibition above about 9.5%
ARFGAP1 inh = inhibitors of rat ARFGAP1 GAP activity, primary screen, biochemical, fluorescence polarization, GDP tracer. ADP-ribosylation factor GTPase-activating protein 1 (Rattus norvegicus), Q62848. Arfgap1-stimulated ARF1 GTP hydrolysis, GDP FP detection. inhibition, % at 16.5 µM. 360,000 compounds, 0.26% hits. AID 651572, 2012;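 active = inhibition above a per-plate limit, mean inhibition of low control wells plus 3 SD, cut at about 25% in these data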;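 also: 0% = DMSO wells with enzyme and 100% = wells lacking Arfgap1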
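Material: truncated rat Arfgap1 GAP domain; Incubation: compound-enzyme preincubation 20 min, reaction 120 min, detection 60 min, 25 °C; Read-out: percent inhibition of Arfgap1-stimulated GTP hydrolysis; Technique: FP, GDP Alexa 633 tracer displaced from anti-GDP antibody, 620/688 nm; Controls: No-Arfgap1 wells (100%) versus DMSO full-reaction wells (0%); Replication: single well per compound.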
PLCb3 inh = human PLC-beta3 inhibitors, primary screen, biochemical, fluorescence; 1-phosphatidylinositol 4,5-bisphosphate phosphodiesterase beta-3 (Homo sapiens), Q01970; Purified PLC-beta3, fluorogenic substrate; inhibition, % at 12.2 µM; 370,000 compounds, 0.18% hits; AID 720704, 2013; in the data active = inhibition above about 11%;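 also: 0% = median of compound wells on plate and 100% = full blocker control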
TDP2 absorb = human TDP2 enzyme inhibitors, primary screen, biochemical, epi absorbance, recombinant enzyme | Tyrosyl-DNA phosphodiesterase 2 (Homo sapiens), O95551 | T5PNP hydrolysis, p-nitrophenol absorbance 415 nm | inhibition, % at 12.8 µM | 370,000 compounds, 0.34% hits | AID 720702, 2013;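 active = inhibition above the mean of all tested compounds plus 3 SD, set per campaign, cut at about 25% in these data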;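 also: 0% = DMSO with enzyme and 100% = buffer with substrate but no TDP2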
Target sequence (O95551 whole entry, looked up): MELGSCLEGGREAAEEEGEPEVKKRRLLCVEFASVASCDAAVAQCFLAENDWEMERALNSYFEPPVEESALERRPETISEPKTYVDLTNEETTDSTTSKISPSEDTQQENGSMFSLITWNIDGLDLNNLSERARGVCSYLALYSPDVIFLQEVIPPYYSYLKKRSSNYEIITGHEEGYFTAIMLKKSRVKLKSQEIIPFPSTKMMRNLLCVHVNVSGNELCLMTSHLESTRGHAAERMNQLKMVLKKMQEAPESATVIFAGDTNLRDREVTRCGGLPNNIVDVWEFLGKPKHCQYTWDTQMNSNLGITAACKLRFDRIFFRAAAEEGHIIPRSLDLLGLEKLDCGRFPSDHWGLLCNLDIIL
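Assay system: recombinant human TDP2 / Reagent: T5PNP substrate at 5 mM, a TopII-DNA adduct mimic / Measured by: epi absorbance from released p-nitrophenol / Evaluation: % inhibition relative to enzyme-containing and enzyme-free wells / Control set: enzyme-free and DMSO wells / Replicates: each compound tested once, singlicate / Schedule: enzyme reaction with compound for 2 h at 37 °C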
SIAE inh = human SIAE inhibitors, primary screen, biochemical, fluorescence polarization, FP-Rh probe, 1536-well HTS. Sialate O-acetylesterase (Homo sapiens), Q9HAT2. SIAE FP-Rh probe binding. inhibition, % at 9.66 µM. 370,000 compounds, 0.69% hits;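 active = inhibition above a cutoff: mean of compounds within the control limits plus 3 SD of those, cut at about 17% in these data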;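 also: 0% = plate median of compound wells and 100% = probe without SIAE protein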
Numbers without * were called inactive; · = no result given.

nr	smiles	Tn6 DDE FP	ASAP1 inh	ADAM10 inh	ADAM17 inh	Tn7 DDE FP
1	Cc1cccc(C)c1OCC(=O)NC(Cc1c[nH]c2ccccc12)C(=O)O (stereo not drawn)	2	5	10	2	-4
2	COc1ccc(C(=O)NCCOC(C)C)cc1OC1CCN(C(C)=O)CC1	-1	-2	-2	-2	3
3	CCNC(=O)C1(C)CCCN(C(=O)c2cccc(C)c2C)C1 (stereo not drawn)	12	7	-4	-1	-2
4	COc1cc(O)c(C(CCN2CCCC2)c2ccc(N(C)C)cc2)c(OC)c1 (stereo not drawn)	-3	4	-4	-4	6
5	COc1ccc(Oc2nc(Oc3ccc(OC)cc3)nc(Oc3ccc(OC)cc3)n2)cc1	4	-12	-4	-4	3
6	C[C@@H](O[Si](c1ccccc1)(c1ccccc1)C(C)(C)C)[C@@H]1NC(=O)[C@@H]2C[C@]3(Br)c4ccccc4N(S(=O)(=O)c4ccccc4)[C@@H]3N2C1=O	-5	·	6	3	3
7	COCC1CCN(C(=O)c2cc(COc3ccc(-n4cncn4)cc3)on2)C1 (stereo not drawn)	-1	-3	6	2	-11
8	Oc1ccc(-c2cccc(-c3ccc(O)cc3)c2)cc1	9	14	6	0	5
9	COC(=O)CSc1n[nH]c(=S)s1	7	-3	-3	1	5
10	COC(=O)C1=NNCC12CC(=O)N(c1ccc(Br)cc1)C2=O (stereo not drawn)	9	7	-5	-3	6

nr	PLC-gamma1 inh	ARFGAP1 inh	PLCb3 inh	TDP2 absorb	SIAE inh
1	6	13	2	-7	-2
2	2	2	-3	-7	6
3	1	-2	3	-5	5
4	-2	1	-3	0	11
5	1	1	-2	-1	-4
6	0	·	1	4	-5
7	1	17	-4	-13	0
8	0	10	-6	4	-10
9	4	-6	5	6	6
10	-2	3	-2	-5	8

The results go on.
nr	smiles	Tn6 DDE FP	ASAP1 inh	ADAM10 inh	ADAM17 inh	Tn7 DDE FP
11	C[C@H](CO)N1C[C@H](C)[C@@H](CN(C)Cc2ccc3c(c2)OCO3)Oc2c(NS(C)(=O)=O)cccc2C1=O	0	12	-20	-6	-3
12	CSc1ccc(S(=O)(=O)NCC(=O)OCC(=O)N2CCCCC2C)cc1[N+](=O)[O-] (stereo not drawn)	8	-6	-16	-5	1
13	CC(C(=O)Nc1ccc(S(=O)(=O)N2CCCC2)cc1)N1CCCC(C(N)=O)C1 (stereo not drawn)	4	-5	-11	-6	7
14	Cn1nnnc1Sc1ncnc2scc(-c3ccc4c(c3)OCO4)c12	0	-5	5	-3	9
15	CCOC(=O)c1c(NC(=S)NCc2ccccc2)sc2c1CCN(C(=O)OCC)C2	-4	7	-49	-19	-3
16	CCOc1ccc(NC(=O)CCNC(=O)C2CCN(S(=O)(=O)c3ccccc3)CC2)cc1	-2	-2	-10	1	-4
17	Cn1c(=O)c2c(nc(OCCc3ccccc3)n2C)n(C)c1=O	3	3	4	-4	-2
18	Cc1ccc(C)c(S(=O)(=O)N2C(=S)NC(=O)C2C(C)C)c1 (stereo not drawn)	-6	1	-2	-3	3
19	CCCCn1c(O)c(N=NC(=O)Cn2c(C(F)(F)F)nc3ccccc32)c2ccccc21	-6	5	-2	2	-1
20	CCCn1c(CCC(=O)O)ccc1-c1ccc(F)cc1	0	-1	-318	-106	4

nr	PLC-gamma1 inh	ARFGAP1 inh	PLCb3 inh	TDP2 absorb	SIAE inh
11	0	-6	1	4	4
12	6	5	-3	1	0
13	5	-12	-1	12	6
14	-4	0	-6	-1	-1
15	0	7	-1	-3	7
16	2	6	2	-13	6
17	0	7	-5	8	-7
18	-1	2	1	5	7
19	4	7	2	1	1
20	-56	1	-47	2	-2

Values in list order from above:
ARFGAP1 inh for nos. 12–15 → 5, -12, 0, 7
TDP2 absorb for nos. 12–15 → 1, 12, -1, -3
ADAM17 inh for nos. 12–15 → -5, -6, -3, -19

The list continues.
nr	smiles	Tn6 DDE FP	ASAP1 inh	ADAM10 inh	ADAM17 inh	Tn7 DDE FP
21	COc1ccc(/C=C/c2nc3ccccc3n2Cc2ccccc2OC)cc1	-13	13	-163	-53	-1
22	CN(CC(=O)Nc1ccccc1Br)Cc1nc2ccccc2c(=O)[nH]1	-2	-2	0	-3	3
23	CCCNC(=O)NC(=O)CN1C(=O)NC(C)(c2ccc3ccccc3c2)C1=O (stereo not drawn)	2	2	-9	-5	2
24	CC(C)Cn1c(=O)c2ccccc2n2c(CCC(=O)O)nnc12	6	4	6	-3	1
25	CCOc1ccc(NC(=O)COc2cccc3cccnc23)cc1S(=O)(=O)N1CCCC1	-5	-13	-1	-3	3
26	Cc1ccc(C(=O)NCC(=O)OCc2nnc(-c3ccccc3)o2)cc1	-9	-2	10	3	-3
27	COc1ccc(-n2nc(C(=O)NCC(=O)Nc3cccc(NC(C)=O)c3)c3ccccc3c2=O)cc1	-9	-11	-20	-8	2
28	Nn1c(COc2ccccc2)nnc1SCc1cc(=O)[nH]c2ccccc12	4	0	-9	-3	-3
29	CCCCCOc1cccc(C2C(C(=O)c3cccs3)=C(O)C(=O)N2CCN2CCOCC2)c1 (stereo not drawn)	5	3	-2	1	-4
30	Cn1c(SCC(=O)Nc2ccc3[nH]c(=O)[nH]c3c2)nnc1-c1ccc(F)cc1	2	-2	-11	-5	2

nr	PLC-gamma1 inh	ARFGAP1 inh	PLCb3 inh	TDP2 absorb	SIAE inh
21	-162	-12	-207	3	-7
22	-2	-3	-4	4	3
23	2	1	-6	-9	-2
24	1	6	-3	-6	8
25	-6	-5	-5	2	-2
26	7	14	4	-14	-5
27	-123	14	-183	-13	-18
28	-1	0	0	11	2
29	3	-1	-1	-17	8
30	-4	-5	-10	29*	3

(cont.)
nr	smiles	Tn6 DDE FP	ASAP1 inh	ADAM10 inh	ADAM17 inh	Tn7 DDE FP
31	Cn1c(Cn2c(=O)sc3ccccc32)nnc1SCC(=O)N1CCCc2ccccc21	-1	-14	-4	1	1
32	CCOc1ccc(S(=O)(=O)NCc2ccc3c(c2)OCO3)cc1C(=O)O	5	7	6	-6	1
33	O=C(O)CCc1n[nH]c(=S)[nH]c1=O	0	-1	-7	-1	-2
34	O=C(C1=C(c2ccccc2)C(=O)c2ccccc2C1=O)c1ccccc1	3	5	-2	0	-3
35	Cc1ccc(CCNC(=O)CCS(=O)(=O)c2ccc3c(c2)oc(=O)n3C)cc1	0	-12	-8	-5	-7
36	CCOc1ccc(/C=N/NC(=O)c2nnn(-c3nonc3N)c2-c2cccs2)cc1	-7	-3	-2	-4	1

nr	PLC-gamma1 inh	ARFGAP1 inh	PLCb3 inh	TDP2 absorb	SIAE inh
31	2	-10	3	5	8
32	1	7	-5	-8	-3
33	1	-12	1	1	17*
34	-5	8	-3	-6	6
35	0	6	-6	4	9
36	-46	7	-70	3	-34

An excerpt from above in order of the PLC-gamma1 inh value, lowest first:
no. | SMILES | PLC-gamma1 inh
36 | CCOc1ccc(/C=N/NC(=O)c2nnn(-c3nonc3N)c2-c2cccs2)cc1 | -46
34 | O=C(C1=C(c2ccccc2)C(=O)c2ccccc2C1=O)c1ccccc1 | -5
35 | Cc1ccc(CCNC(=O)CCS(=O)(=O)c2ccc3c(c2)oc(=O)n3C)cc1 | 0
33 | O=C(O)CCc1n[nH]c(=S)[nH]c1=O | 1
31 | Cn1c(Cn2c(=O)sc3ccccc32)nnc1SCC(=O)N1CCCc2ccccc21 | 2

Screens (PubChem BioAssay)

Compounds as they come; overall some 3.6% were active at least once.
